High-throughput results from PubChem.
CRFBP-R2 block – CRF-BP/CRF-R2 complex antagonism. 0.59% of 350,000 active. HEK293 CRF-R2/CRF-BP, CRF-induced calcium fluorescence. inhibition, % at 11.8 µM;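 active = inhibition of the ligand-induced calcium signal above about 50% at the single tested concentration, limit read from the data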
M4 antag – antagonists of human muscarinic M4 receptor (CHRM4); P08173; CHO-hM4 cells, ACh EC80, Fluo-8 calcium fluorescence; inhibition, % at 3 µM; 0.73% of 360,000 active; AID 624125;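 active = inhibition above its plate's cutoff, the mean inhibition of sample wells plus 3 SD, cut at about 27% in these data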;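 note: 0% = acetylcholine EC80 with DMSO and 100% = DMSO without agonist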
Target sequence (P08173 whole entry, looked up): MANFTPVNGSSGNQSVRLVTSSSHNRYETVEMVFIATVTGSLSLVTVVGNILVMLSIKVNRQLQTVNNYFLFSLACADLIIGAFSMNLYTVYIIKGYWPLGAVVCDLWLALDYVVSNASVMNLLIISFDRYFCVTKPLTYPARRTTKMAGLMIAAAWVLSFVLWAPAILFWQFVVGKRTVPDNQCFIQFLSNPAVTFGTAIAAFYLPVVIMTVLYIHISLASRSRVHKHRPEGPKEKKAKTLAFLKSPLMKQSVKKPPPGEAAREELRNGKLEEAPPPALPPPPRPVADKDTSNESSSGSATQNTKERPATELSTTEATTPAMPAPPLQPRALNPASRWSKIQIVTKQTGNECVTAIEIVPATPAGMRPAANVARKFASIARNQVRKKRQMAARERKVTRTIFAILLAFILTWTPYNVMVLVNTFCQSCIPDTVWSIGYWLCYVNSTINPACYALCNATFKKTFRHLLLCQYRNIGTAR
CHRM4 agonist – agonists of human muscarinic M4 receptor (CHRM4); CHO-K1 hM4/Gqi5, Fluo-8 calcium fluorescence; vehicle 0%, full acetylcholine response 100%; activation, % at 3 µM; P08173; 0.14% of 360,000 active; AID 624127;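 active = activation above the run mean over all test wells plus 3 SD, cut at about 32% in these data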;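 note: peak over basal fluorescence ratio per well then scaled between controls; 0% = DMSO wells and 100% = acetylcholine at EC100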
CHRM4 PAM – CHRM4 positive allosteric modulation. P08173. CHO-K1 hM4/Gqi5, Fluo-8 calcium fluorescence, ACh EC20; 0% = ACh EC20, 100% = maximal ACh. activation, % at 3 µM. 0.4% of 360,000 active. AID 624126;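 active = activation above its plate's cutoff, the mean activation of sample wells plus 3 SD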; note: some results filed as inactive read as strong as hits
M5 PAM – CHRM5 positive allosteric modulation | P08912 | CHO-K1 hM5, Fluo-8 calcium, ACh EC20 PAM; 0% = ACh EC20, 100% = ACh EC100 | activation, % at 3 µM | 0.3% of 360,000 active;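 active = activation above the run cutoff, the mean activation of all test compounds plus 3 SD, cut at about 18% in these data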
Target sequence (P08912 whole entry, looked up): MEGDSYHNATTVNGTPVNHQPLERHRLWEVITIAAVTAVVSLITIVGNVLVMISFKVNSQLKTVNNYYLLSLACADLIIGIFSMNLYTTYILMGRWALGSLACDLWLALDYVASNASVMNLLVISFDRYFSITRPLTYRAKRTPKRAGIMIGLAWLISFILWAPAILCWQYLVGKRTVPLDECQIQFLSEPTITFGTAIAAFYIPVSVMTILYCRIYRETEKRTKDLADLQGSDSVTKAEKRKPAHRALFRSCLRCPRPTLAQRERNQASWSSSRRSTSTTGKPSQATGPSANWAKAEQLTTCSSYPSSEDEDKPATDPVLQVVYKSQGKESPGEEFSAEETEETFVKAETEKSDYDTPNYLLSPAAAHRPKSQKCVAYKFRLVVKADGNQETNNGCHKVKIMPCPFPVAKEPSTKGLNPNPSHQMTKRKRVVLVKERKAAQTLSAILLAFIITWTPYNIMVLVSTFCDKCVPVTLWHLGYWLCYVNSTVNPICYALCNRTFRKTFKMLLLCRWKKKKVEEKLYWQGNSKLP
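System – CHO-K1 hM5 cells · Compound – 3 µM, single dose · Incubation – compound preincubation 140 s before EC20 acetylcholine addition · Technique – Fluo-8 calcium fluorescence · Measure – Max/basal fluorescence ratio as % of EC20–EC100 ACh window · Benchmarks – low control EC20 acetylcholine (0%), high control EC100 acetylcholine (100%) · Replication – singlicate, one well per test compound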
M5 antag – CHRM5 antagonism in calcium assay. P08912. CHO-hM5 cells, Fluo-8 calcium fluorescence, ACh EC80. inhibition, % at 3 µM. 0.59% of 360,000 active. AID 624040;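 active = inhibition above a per-plate cutoff, the mean of that plate's test compounds plus 3 SD, cut at about 27% in these data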;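 note: 0% = acetylcholine EC80 with DMSO and 100% = DMSO without agonist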
IDE cell inh – inhibits human insulin-degrading enzyme in HEK cells; FAbetaB cleavage, fluorescence polarization; P14735; 0.41% of 320,000 active; inhibition, % at 5.59 µM;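 active = percent inhibition above the average of all tested compounds plus 3 SD, set per screening campaign, cut at about 16% in these data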;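 note: IDE supplied by intact live HEK cells; FP after avidin binding of uncleaved biotin substrate so inhibition keeps polarization high; 0% = DMSO wells and 100% = 60 µM reference IDE inhibitor Ii1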
CRFR2-BP ag – agonists of human CRF-binding protein/CRF-R2 receptor complex | HEK293 CRF-R2/CRF-BP, calcium dye fluorescence (FLIPR); percent of saturating CRF peptide response | activation, % at 13.2 µM | 0.46% of 350,000 active;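 active = activation of at least 50%, plus an integration ratio under a set limit after plate pattern correction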;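 note: plate controls were neutral control wells without compound for no effect and CRF at EC100 for full effect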
CHRM5 agonist – CHRM5 agonism in calcium assay | CHO-K1 hM5 cells, Fluo-8 calcium fluorescence; 0% DMSO wells, 100% maximal acetylcholine response | activation, % at 3 µM | 0.19% of 360,000 active | AID 624037;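 active = activation above the run's mean over test compounds plus 3 SD, cut at about 23% in these data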;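 note: signal is peak over basal fluorescence ratio across the kinetic read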
* hit, by the source's call; · = no result given.

Preview:
SMILES	CRFBP-R2 block	M4 antag	CHRM4 agonist	CHRM4 PAM	M5 PAM	M5 antag	IDE cell inh	CRFR2-BP ag	CHRM5 agonist
CCCCCCOc1ccc(OC(=O)c2cccnc2)cc1	9	-14	3	4	-6	-3	0	-0.4	0
CCC(C)(C)n1nnnc1C(c1ccc(C)cc1)N1CCN(Cc2cccnc2)CC1 (stereo unspecified)	30	5	0	2	4	5	5	-3.5	-2
COc1ccc2c(CC(=O)OCC(=O)N3CCc4ccccc43)coc2c1	-9	3	1	1	-1	-5	4	-2.2	-4
Cc1cc(NC(=O)c2ccccc2Cl)ccc1NC(=O)c1ccccc1Cl	6	5	7	-10	-8	7	2	-1.1	3

Main list (from the top)
SMILES	CRFBP-R2 block	M4 antag	CHRM4 agonist	CHRM4 PAM	M5 PAM	M5 antag	IDE cell inh	CRFR2-BP ag	CHRM5 agonist
CCCCCCOc1ccc(OC(=O)c2cccnc2)cc1	9	-14	3	4	-6	-3	0	-0.4	0
CCC(C)(C)n1nnnc1C(c1ccc(C)cc1)N1CCN(Cc2cccnc2)CC1 (stereo unspecified)	30	5	0	2	4	5	5	-3.5	-2
COc1ccc2c(CC(=O)OCC(=O)N3CCc4ccccc43)coc2c1	-9	3	1	1	-1	-5	4	-2.2	-4
Cc1cc(NC(=O)c2ccccc2Cl)ccc1NC(=O)c1ccccc1Cl	6	5	7	-10	-8	7	2	-1.1	3
O=C(COc1cc2oc(=O)c3c(c2cc1Cl)CCCC3)N1C[C@H]2C[C@@H](C1)c1cccc(=O)n1C2	-4	-2	1	-2	-2	8	-1	-1.3	-1
O=C(CCC1CCN(C(=O)c2ccco2)CC1)NCc1ccc(F)cc1	13	4	1	-6	-5	8	3	1.0	-4
COc1ccc(/C=N/NC(=O)c2ccc3nc[nH]c3c2)cc1OC	-8	2	6	-19	-11	7	0	0.7	1
CC(=O)c1cccc(NC(=O)c2cc(-n3cnnc3)ccc2Cl)c1	0	-23	2	10	-2	-13	13	0.7	4
CCCCCN(C(=O)CCC(=O)OCC(=O)NC1CCC(C)CC1)c1c(N)n(CCCC)c(=O)[nH]c1=O (stereo unspecified)	7	-7	0	10	-2	-3	-4	0.4	-2
O=C(NCc1ccccc1CN1CCCC1)c1cccc(S(=O)(=O)N2CCOCC2)c1	13	-9	0	0	-5	20	2	0.5	-6
COc1cc(CCC(=O)OCn2nnc3ccccc3c2=O)cc(OC)c1OC	8	0	3	0	-5	0	0	-0.6	-2
CCOC(=O)C1CCCN(C(=O)c2cc(CN3C(=O)c4ccccc4C3=O)ccc2OC)C1 (stereo unspecified)	-7	-3	5	8	-3	-1	2	-3.0	4
Cc1cc(C)c2nc(C(F)(F)F)nc(N3CCN(C(=O)c4ccco4)CC3)c2c1	-69	-10	1	8	7	7	-1	9.9	0
CCOCc1cnc(C)nc1NCC(=O)c1c(C)[nH]c2ccc(OC)cc12	2	-10	2	1	-3	5	-1	-1.8	0
CNc1ccccc(C(=O)/C=C/c2ccccc2OC)c1=O	-5	4	1	-1	-3	7	4	0.0	-1
COCCOc1ccc(C(F)(F)F)cc1Nc1nc2ccccc2o1	13	0	0	1	-3	-6	3	-0.1	-5
CC(C)[C@H](NC(=O)c1cccc(S(=O)(=O)N2CCOCC2)c1)C(=O)Nc1nc2ccccc2s1	-38	20	1	3	2	12	-4	1.4	-5
COC(=O)c1cc2occc2n1Cc1nc(-c2cccc(Cl)c2)oc1C	-20	-16	0	1	1	0	-4	2.7	0
CCN(Cc1ccccc1)C(=O)c1cccnc1	4	-4	1	5	1	6	-2	-1.0	0
Cc1ccc(NC(=S)N(CCN(C)C)C(C)c2cccnc2)cc1 (stereo unspecified)	0	-5	0	-2	8	-3	-3	-1.8	-3
Cc1cccc(NC(=O)c2nc[nH]c2C(=O)N[C@H](C)CO)c1	-1	-9	2	3	2	-5	·	-0.9	1
CCN1CCN(C(=O)c2ccccc2N(Cc2ccccc2)S(=O)(=O)c2ccc(OC)cc2)CC1	0	3	4	-8	0	9	-6	-2.9	-14
Cc1cc(C)cc(C(=O)N2CCN(Cc3ccc4c(c3)OCO4)CC2)c1	15	-3	-2	1	-3	5	1	-4.5	-4
COc1ccc(C(=O)Oc2cc(/C=N/NS(=O)(=O)c3ccccc3)ccc2OC)cc1	-15	-10	2	-5	-5	-4	-6	-0.2	-1
O=C1C2C3C=CC(C3)C2C(=O)N1c1ccc2ccccc2c1 (stereo unspecified)	17	-10	2	0	5	-6	3	-1.9	4
Fc1ccccc1Cc1noc(CN2CCC(OCc3cccnc3)CC2)n1	-2	-1	2	-1	4	-3	7	1.0	2
Cc1cccc(NC(=O)/C(C#N)=C\c2cccnc2)c1	-23	5	2	-1	-1	1	0	3.4	2
CCOC(=O)c1c(CCl)nc2ccccc2c1C	-2	8	0	0	3	8	9	0.0	-3
CCCOc1ccc(C2/C(=C(/O)c3ccc(F)cc3)C(=O)C(=O)N2CCCN(C)C)cc1 (stereo unspecified)	19	1	1	-2	-12	2	1	0.5	-4
COc1cc2c(cc1NC(=O)C(F)(F)F)-c1ccc(NC(=O)C(F)(F)F)cc1C2	33	5	0	5	2	4	·	-4.2	0
O=C(NCc1ccncc1)c1cccc(NS(=O)(=O)c2ccc(F)c(F)c2)c1	-2	-13	2	10	5	3	-4	-0.3	-2
COCCN(C(=O)CCc1ccc(OC)cc1)c1nnc(-c2ccncc2)s1	8	-8	4	-3	2	-1	3	-4.3	1
CCC(=O)Oc1ccc(/C(CC)=C(\CC)c2ccc(OC(=O)CC)cc2)cc1	13	2	0	0	-2	-1	4	0.3	0
COc1cccc(NC(=O)NNC(=O)COc2ccc3ccccc3c2)c1	4	4	1	-2	5	-1	-4	0.6	-4
COc1ccc(CN(C(=O)c2ccco2)c2ccc(Br)cc2)cc1OC	40	-1	0	-3	-11	-7	0	-0.3	-9
COc1ccccc1C(=O)NNC(=O)c1cccc([N+](=O)[O-])c1	5	-4	1	4	-4	-5	3	-1.6	-6
COc1ccc(C2CC(c3cccs3)=NN2c2ccccc2)cc1 (stereo unspecified)	3	-18	-1	2	-5	0	-6	3.5	-6
CSc1ccccc1NC(=O)CSc1nnc(Cc2ccccc2)o1	15	-20	2	11	0	3	6	0.2	-1
O=C(COc1cccc(C(F)(F)F)c1)NNC(=O)Cc1ccc(S(=O)(=O)N2CCOCC2)s1	-4	-1	3	3	7	5	2	2.3	1
O=S(=O)(Nc1cccc(-n2cnnn2)c1)c1cccc(Cl)c1	4	10	3	0	-6	15	-1	0.0	-1
O=C(OCC(=O)N1CCc2ccccc21)c1cccc(S(=O)(=O)N2CCCc3ccccc32)c1	-4	-5	1	15	-3	8	6	4.1	2
Cc1cccn2c(=O)c3cc(C(=O)NCc4cccnc4)c(=N)n(C(C)C)c3nc12	18	15	-1	-7	-2	3	7	-0.1	-5
CCN(CC)C(=O)CSc1nnc(-c2ccc(S(=O)(=O)N3CCOCC3)cc2)n1C	-2	-12	2	8	1	-3	5	4.2	-1
COc1ccccc1N1CCN(C2CCCN(Cc3c(F)cccc3F)C2)CC1 (stereo unspecified)	-10	-4	2	0	-1	7	6	0.5	-7
CC(=O)C1=C(C)Nc2ncnn2C1c1ccc(Br)cc1 (stereo unspecified)	-3	1	1	3	2	-1	-4	0.6	-6
Cc1ccc(NC(=S)Nc2ccc3cn[nH]c3c2)cc1	-13	-16	4	4	6	-7	-3	-1.3	-1
COc1ccc(C(C(=O)NC2CCCCC2)N(CC2CCCO2)C(=O)CCCC(=O)Nc2ccccn2)cc1 (stereo unspecified)	2	-9	0	7	-1	5	·	-0.7	-2
Cc1ccc(N2C(=O)C(Cl)=C(NCCO)C2=O)c(C)c1	-1	-6	0	2	-1	-2	3	-1.1	2
COc1ccccc1CN1CCCC(C(=O)N2CCCCC2)C1 (stereo unspecified)	2	-6	1	-15	-9	7	1	3.8	-4
COc1ccc(C(=O)NCCS(=O)(=O)NCc2ccc3c(c2)OCO3)cc1	4	0	0	8	1	-4	-4	-0.5	-4
O=C(C1CCN(S(=O)(=O)N2CCC3(CC2)OCCO3)CC1)N1CCOCC1	8	6	0	7	0	-6	0	-1.2	3
Cc1csc(C2=C(O)CN(CCc3ccccc3)C2=N)n1	4	-15	2	8	11	-14	6	0.1	0
Cc1sc2ncnc(OCC(=O)N3CCN(C(=O)c4ccco4)CC3)c2c1C	-16	-2	5	7	16	27	0	-2.8	4
CC(=O)Oc1c(C(=O)c2nnc(C)o2)c(=O)n(Cc2ccccc2)c2ccccc12	-19	-9	1	11	-2	-5	-1	-0.1	1
COCC(C)n1c(C)cc(C(=O)CN2c3cccc4cccc(c34)S2(=O)=O)c1C (stereo unspecified)	-6	-8	11	3	0	-8	-1	1.0	6
CCOC(=O)c1cc(C(=O)OCC)c(=O)[nH]c1SCc1ccccc1	-5	-18	-2	6	5	-10	7	2.6	-1
COc1ccccc1N(CC(O)Cn1c2ccccc2c2ccccc21)S(=O)(=O)c1ccccc1 (stereo unspecified)	-13	-3	0	-6	-2	9	-6	-0.1	-2
COc1ccc(C2=Nc3ccccc3N(C(=O)c3ccc(C(F)(F)F)cc3)C2C(=O)Nc2ccc3c(c2)OCCO3)cc1 (stereo unspecified)	·	-1	4	-6	4	-1	·	·	4
CCn1nnc(NC(=O)c2ccco2)n1	-3	-7	1	-2	-1	3	4	0.2	-3
O=S1(=O)N[C@@H](Cc2ccccc2)COc2cccc(N3CCC[C@H]3CO)c21	·	-12	3	10	-3	7	·	·	2

Quoted at random: two entries already listed
SMILES	CRFBP-R2 block	M4 antag	CHRM4 agonist	CHRM4 PAM	M5 PAM	M5 antag	IDE cell inh	CRFR2-BP ag	CHRM5 agonist
CC(=O)Oc1c(C(=O)c2nnc(C)o2)c(=O)n(Cc2ccccc2)c2ccccc12	-19	-9	1	11	-2	-5	-1	-0.1	1
COc1ccccc1N1CCN(C2CCCN(Cc3c(F)cccc3F)C2)CC1 (stereo unspecified)	-10	-4	2	0	-1	7	6	0.5	-7

(more compounds)
SMILES	CRFBP-R2 block	M4 antag	CHRM4 agonist	CHRM4 PAM	M5 PAM	M5 antag	IDE cell inh	CRFR2-BP ag	CHRM5 agonist
Cc1ccc(NC(=S)NCCC2=CCCCC2)cc1	0	13	1	-23	-24	15	10	-0.7	-15
Cc1ccccc1NC(=O)CCNS(=O)(=O)c1ccc2c(c1)CCC(=O)N2	-1	-8	0	0	2	5	7	-1.0	-3
CC(CC(=O)O)n1nnc2ccccc21 (stereo unspecified)	4	-6	0	9	8	1	-1	-0.9	-2
Cc1cc(C)n2nc(C(=O)NCc3ccco3)nc2n1	6	-4	0	-5	2	-1	-5	0.0	-3
COc1ccccc1C(=O)NCC(=O)NNC(=O)c1cccs1	3	-12	1	7	-2	6	-3	0.0	-4
COC(=O)C1=C(C)N(CCc2ccccc2)C(=O)/C1=C\c1ccco1	13	-3	-1	14	-4	3	2	-0.6	-2
CCOC(=O)C1(C)CCCN1C(=O)c1ccc(C(=O)OC)cc1 (stereo unspecified)	·	1	0	-5	0	-5	·	·	1
O=C(/C=C/c1ccc([N+](=O)[O-])cc1)c1ccccc(=O)c1O	-48	4	3	1	3	16	·	-4.0	3
Cc1cc(Cl)c(S(N)(=O)=O)cc1OCC(N)=O	6	-4	0	3	-2	-2	0	-2.0	-1
CN(C)CCn1c2ccccc2c2nc3ccc([N+](=O)[O-])cc3cc21	-18	1	0	3	5	6	0	1.9	-2
CCOc1ccccc1CN(CCc1ccc2c(c1)OCO2)Cc1ccccn1	7	-1	0	-8	-5	-1	-1	0.0	-5
O=C(Cc1cccs1)NNC(=O)c1ccc(F)cc1	-33	5	1	3	-5	5	3	-0.5	0
